AI-2 QS modul = modulators of Vibrio harveyi AI-2 quorum sensing system | activity change, % at 7.5 µM | 300,000 compounds, 0.4% hits | Vibrio harveyi JMH597 AI-2 luminescence/OD600 ratio, 9 h; stronger effect = lower value; strain lacks LuxN and CqsS sensors; 0 = neutral-control median; in the data active = activity change below about -75%, passing the limit was not always enough; inconclusive = no clear call, values can overlap the other calls;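 also: luminescence divided by OD600 gain over 9 h not by final OD600 alone; inactives centre near 13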
HIF activator = HIF pathway transcriptional activation; 300,000 compounds, 0.32% hits; activation, % at 7.5 µM (by protocol); U2OS HRE-luciferase reporter, luminescence; normalized: DMSO 0%, desferrioxamine 100%;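 active = mean activation of at least 10% of the iron chelator positive control signal, with at least half of replicates also reaching 10%; inconclusive = mean and replicate majority disagree about reaching 10%; inactive = mean and most replicates under 10%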
HDAC3 inh = inhibitors of human histone deacetylase 3 | O15379 | recombinant HDAC3, fluorogenic peptide/trypsin coupled, fluorescence | inhibition, % at 8.3 µM | 320,000 compounds, 0.15% hits | AID 2718; in the data active = inhibition above about 26%, passing the limit was not always enough; inconclusive = no clear call, values can overlap the other calls
Target sequence (O15379 whole entry, looked up): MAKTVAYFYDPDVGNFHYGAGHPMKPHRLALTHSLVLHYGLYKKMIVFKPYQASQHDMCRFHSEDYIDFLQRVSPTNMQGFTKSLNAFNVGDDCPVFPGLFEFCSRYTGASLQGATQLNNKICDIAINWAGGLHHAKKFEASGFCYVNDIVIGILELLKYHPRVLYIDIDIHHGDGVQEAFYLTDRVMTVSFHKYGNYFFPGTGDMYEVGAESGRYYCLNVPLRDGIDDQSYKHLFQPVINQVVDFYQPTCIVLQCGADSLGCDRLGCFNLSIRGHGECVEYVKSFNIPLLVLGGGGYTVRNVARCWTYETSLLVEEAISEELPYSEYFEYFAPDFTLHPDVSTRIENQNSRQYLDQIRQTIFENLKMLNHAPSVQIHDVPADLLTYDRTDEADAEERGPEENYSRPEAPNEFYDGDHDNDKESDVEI
KLF5 inh = kruppel-like factor 5 inhibition | 290,000 compounds, 0.23% hits | inhibition, % at 5 µM | AID 1700 | DLD-1 KLF5 promoter-luciferase reporter, luminescence;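 active = inhibition above a per-plate limit of that plate's mean compound inhibition plus 3 SD, cut at about 60% in these data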;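 also: 0% = DMSO wells and 100% = LY294002 at 200 µM; higher means less KLF5 promoter-driven luciferase light; inactives centre near -14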
HSF1 activator = increases HSF-1 driven luciferase reporter signal. activation, % at 9 µM. 300,000 compounds, 1.7% hits. AID 504408. NIH3T3-HGL HSF-1 luciferase reporter, MG132, 8 h; 100% = twice DMSO control signal;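 active = mean replicate activation of at least 50% with a set share of replicates each reaching 50%; inconclusive = only one of those two conditions met; inactive = mean below 50% and too few replicates reaching it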;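 also: 0% = median of the neutral control wells and 100% = twice that signal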
HSP90 inh = inhibitors of HSP90 luciferase refolding in rabbit reticulocyte lysate; luciferase refolding luminescence, 3 h; inhibition, % at 5.6 µM; 290,000 compounds, 0.91% hits; AID 1789;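 active = inhibition above the screen-wide mean plus 3 SD, computed separately per campaign, cut at about 16% in these data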;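 also: 0% = DMSO wells and 100% = 60 µM geldanamycin wells; inhibitors lower the luminescence because luciferase stays unfolded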
aSyn 5UTR inh = MLPCN primary screen, SNCA 5' untranslated region; alpha-synuclein 5'UTR reporter, inhibitor activity; inhibition, % (tested at 7.5 µM); 300,000 compounds, 0.82% hits; in the data active = inhibition above about 60%; inconclusive = no clear call, values can overlap the other calls;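 also: H4 neuroglioblastoma cells stably carrying SNCA 5'UTR luciferase fusion; 0% = DMSO wells and 100% = positive control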
Platelet DG rel = platelet dense granule release activity | human platelet-rich plasma, SFLLRN dense granule ATP release, luminescence | inhibition, %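 (compounds screened at 7.5 µM in platelet-rich plasma)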 | 300,000 compounds, 0.22% hits;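 active = mean replicate score, as percent of positive control, at or above 50; inconclusive = mean below 50 but at least one replicate at or above 50; inactive = mean and every replicate below 50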
HSF1 inhib = HSF1 inhibition. NIH3T3-HGL HSE-luciferase, MG132-induced, luminescence 8 h; stronger effect = lower value. activity change, negative = inhibition, % at 7.5 µM (by protocol). 300,000 compounds, 0.77% hits. AID 2098;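 active = more than half of replicate wells show activity change below -50%, luminescence cut by over half; inconclusive = some wells, but at most half, below -50%; inactive = no replicate well below -50%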;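 also: luciferase reports HSF-1 transcriptional activity via heat shock element; 0% = median of DMSO wells and -100% = zero luminescence signal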
IEC-6 tox = kills IEC-6 intestinal cells in KLF5 counter-screen; inhibition, % at 5 µM; AID 1825; IEC-6 cytotoxicity, luminescence viability; 290,000 compounds, 0.78% hits; in the data active = inhibition above about 22%;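 also: 0% = plate median of test compound wells and 100% = cytotoxic reference compound wells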
Starred values were filed as active, the others as inactive; ? = inconclusive; nt = no result given.

SMILES	AI-2 QS modul	HIF activator	HDAC3 inh	KLF5 inh	HSF1 activator	HSP90 inh	aSyn 5UTR inh	Platelet DG rel	HSF1 inhib	IEC-6 tox
COc1ccc(N2C(=O)CCC(C(=O)c3ccccc3)=C2C)cc1	8	0.3	0	-20	-16	-2	-7	1	-3	1
CC1CCN(S(=O)(=O)N2CCC(C(=O)NCCC3=CCCCC3)CC2)CC1	11	-0.2	-1	-28	7	0	22	3	-6	0
CC(=O)NC(=S)Nc1ccc(NC(=S)NC(=O)c2cccs2)cc1	25	-0.1	-8	-49	28	1	-15	9	3	-8
Cc1c(S(=O)(=O)Nc2cc(Cl)ccc2Cl)c(=O)n(C)c(=O)n1C	10	0.2	-7	-5	-16	-1	-2	7	-6	-5
O=C(O)c1ccccc1-c1ccccc1C(=O)Nc1nccs1	24	-0.1	-5	-1	-6	1	27	-1	-8	0
Cc1nc(NC(=O)c2cccs2)ccc1Br	22	1.9	-10	-224	46	2	-284	4	21	-2
O=C(O)c1nn(CCOc2cccc(Br)c2)c(=O)c2ccccc12	-28	-0.7	2	-27	18	3	-16	3	7	5
COc1cccc(NC(=O)Cn2nnc(C(=O)NCCc3ccccc3)c2N)c1	25	-0.5	-3	-1	12	-2	12	-1	5	-4
CCC(C)(C)n1nnnc1CN1CCc2ccccc21	-5	-0.5	6	4	-25	1	-13	3	-6	2
O=C(CN1CCN(Cc2ccccc2Cl)C1=O)NCc1cccnc1	22	0.0	6	-10	-7	-6	5	1	-4	-4
O=C(OCc1cc2ccccc2[nH]c1=O)c1ccc([N+](=O)[O-])cc1	8	-0.3	0	11	-1	1	-6	-1	-3	2
N#Cc1c(-c2ccc(C(F)(F)F)cc2)cc(-c2ccccc2)[nH]c1=S	11	-2.8	-4	-24	15	-6	17	-4	0	2
Cc1ccc(C2CC(=O)NC(SCC(N)=O)=C2C#N)s1 (stereo not drawn)	6	0.2	-1	-6	-6	1	-7	2	1	1
O=C(Cc1ccc(F)cc1)N1CCC(CC2CC(c3cccc(Br)c3)=NO2)(C(=O)NCC2CCCCC2)CC1 (stereo not drawn)	33	-3.9	5	6	8	3	15	-2	12	-3
CCC(=O)N1CCN(c2ccc(NC(=O)c3ccc(C#N)cc3F)cc2Cl)CC1	11	0.0	-4	-5	-17	-4	2	5	-6	8
Cn1c(N)c(C(=O)COC(=O)C2=COCCO2)c(=O)n(C)c1=O	11	-0.1	0	-28	-5	-9	2	1	2	-1
CNc1nc2c(c(=O)n(C)c(=O)n2C)n1Cc1ccccc1	37	-0.2	0	-35	23	1	-5	-5	1	3
CC1Oc2ccccc2N(CC(=O)N(Cc2ccccc2)Cc2ccccn2)C1=O (stereo not drawn)	17	-0.3	-3	20	11	5	5	7	-5	-2
CCC(C)(C)NC(=O)C(c1ccccc1)N(C(=O)c1csnn1)C1CC1 (stereo not drawn)	-3	-0.5	1	-15	-2	-3	11	3	4	-4
Cc1cccc(-n2cc(-c3ccccc3)c3c(NN4CCOCC4)ncnc32)c1	0	0.3	4	-22	0	3	15	3	3	4
O=C(CC(NC(=O)OCc1ccccc1)C(=O)O)OCc1ccccc1 (stereo not drawn)	5	0.0	0	-5	-15	-2	5	-1	-2	2
COc1ccc(N=Cc2cc3c(cc2O)OC(N)=C(C#N)C3c2ccccc2)cc1 (stereo not drawn)	11	0.8	3	-6	-11	5	-11	5	-19	-2
O=C(CCC(=O)c1cccs1)NC(c1ccccc1)c1ccccc1	5	1.2	?	-23	0	1	-3	3	2	-6
CCC(C)[C@H](NC(=O)Nc1cccc(Br)c1)C(=O)OC (stereo partly drawn)	3	-0.7	-5	-19	3	0	9	0	0	-2
COc1ccc(N(C)S(=O)(=O)c2cccc(C(=O)NCC(c3ccco3)N3CCCC3)c2)cc1 (stereo not drawn)	6	-0.3	-6	nt	9	nt	-6	2	4	nt
SMILES	AI-2 QS modul	HIF activator	HDAC3 inh	KLF5 inh	HSF1 activator	HSP90 inh	aSyn 5UTR inh	Platelet DG rel	HSF1 inhib	IEC-6 tox
CC(C)CN(C(=O)CCc1ccccc1)c1c(N)n(CC(C)C)c(=O)[nH]c1=O	21	-0.5	2	-30	-2	1	31	-14	-2	-1
CN1CCc2c(sc(N)c2C(=O)O)C1	6	-0.2	-4	0	-18	0	8	-5	-14	-5
Cn1cccc1-c1nc2ccc(NC(=O)c3ccco3)cc2[nH]1	3	-29	7	-31	41	-3	-132	-6	28	-3
CN1C(=O)C2(C(C#N)=C(N)Oc3n[nH]c(-c4ccc(Cl)cc4)c32)c2ccccc21 (stereo not drawn)	8	-0.2	16	-8	-5	-1	23	-1	-6	-2
CC(C)c1ccc(OCC(=O)Nc2ccc(OC(F)(F)F)cc2)cc1	36	-0.3	6	-6	-4	-5	-6	-6	-3	-1
O=C(O)CSc1ncnc2scc(-c3ccc(Br)cc3)c12	18	-0.1	nt	13	-16	8	-12	1	0	5
COc1ccc(C(=O)Nc2cc3c4c(c2)C(C)C(=O)N4CCC3)c(OC)c1 (stereo not drawn)	17	0.8	2	nt	10	nt	-52	3	0	nt
Cc1ccnc(NS(=O)(=O)c2ccc(NC(=O)c3cncc(Br)c3)cc2)n1	16	-0.3	-2	26	8	-1	10	10	-11	-9
COCCN1Cc2cccc(C(=O)NCc3ccc4c(c3)OCO4)c2C1=O	25	-0.7	5	-8	1	1	5	-8	-3	-11
Cc1ccc(OCCNC(=O)CCNS(=O)(=O)c2ccc(Br)cc2)cc1	25	-9.6	0	nt	1	nt	-2	1	-7	nt
CCC(C)NC(=O)c1cn(CC)c2cc(N3CCN(C)CC3)c(F)cc2c1=O (stereo not drawn)	18	0.2	-28	-4	4	-3	-23	6	0	-1
CN(C(=O)/C=C/c1ccc2c(c1)OCO2)c1ccccc1	4	2.0	0	-44	26	-3	-89	0	15	-14
COc1cccc(NC(=O)CSc2nc3ccsc3c(=O)n2-c2ccc(C(=O)O)cc2)c1	4	-0.6	-4	4	12	2	10	-1	-2	2
COc1ccccc1CN1CCC(CNS(=O)(=O)c2cc(-c3cc(C)no3)ccc2OC)CC1	-3	-0.3	0	-14	-1	-7	11	4	3	0
Cc1cc(C)nc(NCC(O)CNc2ccccc2Cl)n1 (stereo not drawn)	8	0.2	12	-26	-6	1	21	-6	-1	-1
O=C1C(=O)N(Cc2cccc([N+](=O)[O-])c2)c2ccccc21	29	-0.1	-7	8	-14	-1	5	24	-1	0
O=C(CN1CCN(Cc2ccccc2)CC1)Nc1ccccc1	30	-28	4	-5	-2	-5	6	-15	-3	-7
Cc1ccsc1CN(C)CC(=O)Nc1ccc([N+](=O)[O-])cc1Cl	14	0.0	6	-10	2	-4	-27	7	6	-7
COc1ccccc1CNC(=O)CCNS(=O)(=O)c1ccc2[nH]c(=O)oc2c1	22	0.1	-1	10	-35	-1	-21	-17	-17	1
O=C(Nc1ccc2nc(-c3ccccn3)c(-c3ccccn3)nc2c1)N1CCOCC1	23	0.4	-22	-1	26	0	3	1	0	4
CC1(C)Cc2ccccc2-c2nc3n(c(=O)c21)CCS3	21	0.1	12	3	8	-5	19	-2	1	-5
COc1ccc(/C=N/N(CCC(=O)NC(C)(C)C)C2=NS(=O)(=O)c3ccccc32)cc1	-2	0.2	-1	-37	31	-3	3	-1	17	-5
CCc1c(C)c2ccc(OCC(=O)NCC3CCC(C(=O)O)CC3)cc2oc1=O (stereo not drawn)	21	-0.3	-51	-33	-10	-5	15	7	-8	1
COc1ccc(C(=O)N(CN2CCCC2=O)c2cc(C)on2)cc1OC	22	0.2	4	-15	-1	3	21	13	-5	-2
CC(C)c1nnc(NC(=O)C2CCCCC2)s1	13	1.6	nt	-62	-5	-1	-52	14	1	-3

Exported with bars between the fields: part of the list above.
Compound | AI-2 QS modul | HIF activator | HDAC3 inh | KLF5 inh | HSF1 activator | HSP90 inh | aSyn 5UTR inh | Platelet DG rel | HSF1 inhib | IEC-6 tox
O=C(O)c1ccccc1-c1ccccc1C(=O)Nc1nccs1 | 24 | -0.1 | -5 | -1 | -6 | 1 | 27 | -1 | -8 | 0
CN1CCc2c(sc(N)c2C(=O)O)C1 | 6 | -0.2 | -4 | 0 | -18 | 0 | 8 | -5 | -14 | -5
CCC(C)(C)NC(=O)C(c1ccccc1)N(C(=O)c1csnn1)C1CC1 (stereo not drawn) | -3 | -0.5 | 1 | -15 | -2 | -3 | 11 | 3 | 4 | -4

Back to the main list; the seven compounds before the break are reprinted first.
SMILES	AI-2 QS modul	HIF activator	HDAC3 inh	KLF5 inh	HSF1 activator	HSP90 inh	aSyn 5UTR inh	Platelet DG rel	HSF1 inhib	IEC-6 tox
COc1ccccc1CNC(=O)CCNS(=O)(=O)c1ccc2[nH]c(=O)oc2c1	22	0.1	-1	10	-35	-1	-21	-17	-17	1
O=C(Nc1ccc2nc(-c3ccccn3)c(-c3ccccn3)nc2c1)N1CCOCC1	23	0.4	-22	-1	26	0	3	1	0	4
CC1(C)Cc2ccccc2-c2nc3n(c(=O)c21)CCS3	21	0.1	12	3	8	-5	19	-2	1	-5
COc1ccc(/C=N/N(CCC(=O)NC(C)(C)C)C2=NS(=O)(=O)c3ccccc32)cc1	-2	0.2	-1	-37	31	-3	3	-1	17	-5
CCc1c(C)c2ccc(OCC(=O)NCC3CCC(C(=O)O)CC3)cc2oc1=O (stereo not drawn)	21	-0.3	-51	-33	-10	-5	15	7	-8	1
COc1ccc(C(=O)N(CN2CCCC2=O)c2cc(C)on2)cc1OC	22	0.2	4	-15	-1	3	21	13	-5	-2
CC(C)c1nnc(NC(=O)C2CCCCC2)s1	13	1.6	nt	-62	-5	-1	-52	14	1	-3
COc1ccc(-c2cc(-c3cccs3)c(C#N)c(SCC(=O)NCc3ccco3)n2)cc1	nt	nt	-25	-17	nt	0	nt	nt	nt	0
COc1cc(C(=O)Nc2sc(C)c(C)c2C(=O)O)cc(OC)c1OC	43	165*	1	-16	-2	0	-4	5	-7	7
CCOC(=O)c1oc2nc(C(C)C)c3c(c2c1N)CCC3	9	0.3	-35	-3	2	5	11	7	8	4
Nc1nc(NCc2ccco2)nc(NCCO)c1[N+](=O)[O-]	10	-0.3	11	-12	3	0	38	5	0	-2
Cc1ccccc1N1C(=O)[C@@H]2Cc3ccccc3CN2C1=O	19	-0.3	11	11	30	2	5	-9	-2	4
Fc1ccc(N2CCN(c3ncnc4c3nnn4Cc3ccccc3Cl)CC2)cc1	14	0.1	-4	-22	-9	1	4	4	-2	4
CCOC(=O)c1c(CSC(=N)N)n(-c2ccc(C)cc2)c2cc(Br)c(OC(C)=O)cc12	37	0.6	-1	-34	-6	-6	55	6	-19	-3
CN1CN(C)C(c2ccncc2)=C1c1ccncc1	0	-0.2	0	-33	6	3	-13	1	0	2

Assay outcomes as filed in PubChem BioAssay.
